ERG Ets-DNA blk: qHTS for Small Molecule Inhibitors of the ERG Ets/DNA interaction; Potency, µM (top dose mostly 76.9 µM), inactives show at the top dose FP activity, negative = inhibition, actives largely listed as inhibitors; AID 624246, 2012; Transcriptional regulator ERG (Homo sapiens), P11308; actives 0.028% (n = 370,000); fluorescence polarization, His-ERG Ets domain / labelled DNA; active means well fitted inhibition curve with a large enough effect in the polarisation, with a control signal flat; inconclusive means small, poorly fitted or top-dose-only effect, or effect the other way, or a change in a side signal; inactive means no such curve, though single readings can be large or run the other way; the % refers to the polarisation;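 further: polarization taken with two DNA probes labelled with fluorescein and Texas red; potency means the concentration at half of the fitted maximal effect; % of control where 0% means no effect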
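His-tagged ERG Ets domain (1 uM in the protein solution; 300mM KCl, 50mM Tris-HCl, 1mM EDTA, 1mM DTT, pH 7.5) received compound, then a probe mix of 5 nM fluorescein-DNA and 100nM Texas-615-DNA. Fluorescence polarization was read for both dyes.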
LDHA block: qHTS assay for inhibitors of human lactate dehydrogenase; L-lactate dehydrogenase A chain (Homo sapiens), P00338; purified LDHA, NADH/diaphorase-resazurin fluorescence; stronger effect = lower value; activity change, % (values are at about 110 or 230 µM); actives 0.15% (n = 480,000); AID 1347041, 2019; in the data active means activity change below about -30%; inconclusive means mostly about -25% to -30%;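 further: plate controls were DMSO wells for no effect and wells without enzyme for full effect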
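Human LDH5 at 2 nM final in Tris HCl pH 7.4 with 0.06 mM NADH and 0.2 mM pyruvate, reacted 5 minutes at room temperature. Remaining NADH coupled via diaphorase/resazurin; resorufin fluorescence read at 0 and 20 minutes, normalized to enzyme-free and DMSO wells.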
Vif-A3F inh: qHTS for Inhibitors of Vif-A3F Interactions: qHTS; HeLa A3F-eYFP + Vif (tagged APOBEC3F with the HIV-1 protein that degrades it), YFP fluorescence increase; Potency, µM (top dose mostly 46.1 µM), for inactives: at the highest dose activity, negative = active; actives 0.2% (n = 390,000); AID 602313, 2012; further: potency means the concentration at half of the fitted maximal effect; % of control where 0% means no effect; nearly all actives have a fitted effect of over 65% in size
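Fluorescence increase (Ex 488/Em 500-530) after overnight compound treatment at 37 deg C flags inhibition of Vif-driven A3F-eYFP loss in stable HeLa A3F-eYFP/Vif cells seeded overnight beforehand.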
D2 antagonist: HTS Assay for Allosteric Antagonists of the Human D2 Dopamine Receptor: Primary Screen for Antagonists; D(2) dopamine receptor (Homo sapiens), P14416; HEK293 TREx D2 cells, calcium flux, dopamine EC80; inhibition, % at 10 µM; actives 2% (n = 340,000); in the data active means inhibition above about 30%; further: 0% is about no effect
Target sequence (P14416 whole entry, looked up): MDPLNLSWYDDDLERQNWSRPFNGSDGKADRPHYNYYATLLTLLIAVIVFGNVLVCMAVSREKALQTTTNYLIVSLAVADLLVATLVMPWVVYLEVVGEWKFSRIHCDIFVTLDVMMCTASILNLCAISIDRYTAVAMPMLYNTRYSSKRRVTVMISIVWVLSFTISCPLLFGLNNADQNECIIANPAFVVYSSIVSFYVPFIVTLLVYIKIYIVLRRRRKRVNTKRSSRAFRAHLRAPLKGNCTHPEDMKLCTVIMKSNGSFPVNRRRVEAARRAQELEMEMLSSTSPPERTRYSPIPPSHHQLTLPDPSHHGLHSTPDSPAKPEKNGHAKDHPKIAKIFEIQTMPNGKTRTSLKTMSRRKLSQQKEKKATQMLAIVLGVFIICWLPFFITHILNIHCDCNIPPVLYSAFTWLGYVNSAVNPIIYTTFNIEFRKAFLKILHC
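Tetracycline-induced HEK293 T-REx cells expressing D2 force-coupled to calcium signalling were dye-loaded, exposed to compound for 180 s, then challenged with an EC80 of dopamine; calcium flux was followed kinetically for a further 180 s.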
RGS4 inh: Inhibitors of Regulator of G Protein Signaling (RGS) 4: qHTS | Transcreener GDP fluorescence polarization, RGS4-accelerated GTP hydrolysis | Potency, µM (top dose mostly 114 µM), for inactives: top-dose activity change, negative = inhibition, usual class: inhibitors | actives 0.039% (n = 390,000); further: potency means the concentration at half of the fitted maximal effect; on the % scale 0 is the no-effect control and ±100 the full control effect; nearly all actives have a fitted effect of over 75% in size; some results filed as inactive show a strong effect at the top dose
Target sequence (P49798 whole entry, looked up): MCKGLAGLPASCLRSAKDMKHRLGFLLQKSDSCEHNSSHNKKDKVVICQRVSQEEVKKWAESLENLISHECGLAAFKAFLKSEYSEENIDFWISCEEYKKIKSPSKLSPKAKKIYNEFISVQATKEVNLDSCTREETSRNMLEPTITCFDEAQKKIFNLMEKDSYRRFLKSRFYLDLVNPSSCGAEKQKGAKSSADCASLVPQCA
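MLSMR compounds (23 nl, pin-transferred) preincubated 10 min at room temperature with a 500nM (2x) first reagent, then RGS4 at 900nM (2x) plus Transcreener GDP mix added; fluorescence polarization (620/688 nm) read before and after 90 min at 30 °C.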
Vif-APOBEC3G blk: qHTS for Inhibitors of Vif-A3G Interactions: qHTS | DNA dC->dU-editing enzyme APOBEC-3G (Homo sapiens), Q9HC16 | HeLa A3G-eYFP + Vif (tagged APOBEC3G with the HIV-1 protein that degrades it), YFP fluorescence, overnight | Potency, µM (highest dose often 46.1 µM), inactives show at the highest dose activity, negative = active, hits mostly inhibitors | actives 0.076% (n = 410,000) | AID 602310, 2012;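 further: potency means the concentration at half of the fitted maximal effect; on the % scale 0 is the no-effect control and ±100 the full control effect; nearly all actives have a fitted effect of over 60% in size; hits raise eYFP signal because A3G escapes Vif-driven loss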
Target sequence (Q9HC16 whole entry, looked up): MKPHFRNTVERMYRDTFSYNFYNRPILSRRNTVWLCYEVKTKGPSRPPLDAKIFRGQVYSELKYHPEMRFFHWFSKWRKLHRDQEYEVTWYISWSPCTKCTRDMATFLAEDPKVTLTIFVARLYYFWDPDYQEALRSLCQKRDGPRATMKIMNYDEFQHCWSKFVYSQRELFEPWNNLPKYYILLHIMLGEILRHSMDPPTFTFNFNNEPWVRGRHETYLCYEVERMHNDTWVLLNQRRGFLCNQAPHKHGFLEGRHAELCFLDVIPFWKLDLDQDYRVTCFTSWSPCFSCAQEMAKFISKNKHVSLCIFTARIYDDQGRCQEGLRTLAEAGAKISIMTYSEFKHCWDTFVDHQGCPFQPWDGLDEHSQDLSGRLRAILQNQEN
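Read-out is eYFP fluorescence (Ex 488/Em 500-530) from Vif-expressing HeLa A3G-eYFP cells; more signal means A3G escaped Vif-mediated degradation. Cells plated overnight, compound pinned in, incubated overnight at 37 deg C.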
D2 agonist: HTS Assay for Allosteric Agonists of the Human D2 Dopamine Receptor: Primary Screen for Agonists. AID 485358, 2010. actives 0.53% (n = 340,000). activation, % at 2 µM. HEK293 T-REx D2 cells, calcium flux agonist mode;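 active means activation over 3 SD above normal in the single-dose calcium agonist read, cut at about 30% in these data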; further: 0% is about no effect
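Tetracycline-induced HEK293 T-REx cells with force-coupled D2 receptor, plated overnight at 30 C, loaded with no-wash calcium dye. After a 10 s baseline, compound was pin-added and calcium flux read kinetically for 180 s; calcium rises flagged agonists.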
Glioma ERSR ind: qHTS for Inducers of the Endoplasmic Reticulum Stress Response (ERSR) in Human Glioma: qHTS | U87-MG GRP78 promoter luciferase reporter, 16 h | AID 602332, 2012 | actives 0.02% (n = 420,000) | Potency, µM, without a hit: at the highest dose activation, actives largely listed as activators; further: potency means the concentration at half of the fitted maximal effect; series mostly up to about 76 µM; % of control where 0% means no effect; nearly all actives have a fitted effect of over 35% in size
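Stably transfected U87-MG human glioma cells carrying a GRP78-based luminescent sensor were seeded at 1000 cells/well, pin-dosed with compounds and incubated 16 h. Luciferase reagent was then added, and end-point luminescence was read after 10 min at room temperature.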
12-LOX inh: Primary qHTS assay for inhibitors of human arachidonate 12S-lipoxygenase (ALOX12): Round 2 | Polyunsaturated fatty acid lipoxygenase ALOX12 (Homo sapiens), P18054 | purified 12hLO, xylenol orange hydroperoxide absorbance | Potency, µM (doses to about 108 µM), for the others: at the top dose activity change, negative = inhibition, most hits filed as inhibitors | actives 1.1% (n = 580,000) | AID 1671190, 2021; further: potency means the concentration at half of the fitted maximal effect; on the % scale 0 is the no-effect control and ±100 the full control effect
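Hydroperoxide product was detected by ferrous iron/xylenol orange as the 573 to 405 nm absorbance ratio. Arachidonic acid at 40 uM (final) was turned over for 30 min at room temperature by 150 nM human 12hLO, pH 7.0 Hepes buffer, after 15 min compound preincubation.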
An asterisk follows results filed as active; i = inactive; ? = inconclusive; . = not tested or not shown; & = joins results of further samples; [ ] = dose if it differs, or a comment. Unless noted, the call rests on the fitted dose curve; in most records, active means well fitted curve in the direction sought with a large enough effect; inconclusive means small, poorly fitted or top-dose-only effect, or another doubt; inactive means no such curve, though single readings can be large; an effect the other way counts as inactive or inconclusive.

Fields – ERG Ets-DNA blk	LDHA block	Vif-A3F inh	D2 antagonist	RGS4 inh	Vif-APOBEC3G blk	D2 agonist	Glioma ERSR ind	12-LOX inh
Cc1cccc(NC(=O)C2(C)CC3c4ccccc4C2c2ccccc23)c1C (configuration not stated)
 : -5%	-2	1%	-6	-6%	-2%	0.8	-3%	7%
Cc1c(-n2c(SCC(=O)C(C)(C)C)nc3ccccc3c2=O)c(=O)n(-c2ccccc2)n1C
 : -9%	-9	-4%	4	10%	0%	0.1	-4%	0%
O=C(CNC(=O)c1cc2c(s1)CCC2)Nc1ccccc1Br
 : -4%	-11	-9%	4	-9%	-5%	-1.8	5%	-6%
O=C(CSc1ncnc2nc[nH]c12)c1ccccc1
 : -9%	-8	7%	7	-6%	-18%	-1.0	-7%	?
Nc1nc(Cl)cc(Nc2ccccc2Cl)n1
 : 1%	2	-11%	1	-1%	-1%	0.4	-5%	0%
COc1ccc(/C=N\Nc2ncc(F)c(N3CCOCC3)n2)cc1OC
 : -1%	-9	-2%	-1	24%	-1%	0.0	-1%	i
CC1CC(C)CN(C(=O)COC(=O)CCCN2C(=O)c3cccc4cccc(c34)C2=O)C1 (configuration not stated)
 : -1%	1	-2%	1	0%	1%	0.1	-4%	-9%
Cc1cc(N2C(=O)C3CC=CCC3C2=O)cc(C)c1Br (configuration not stated)
 : 2%	0	1%	-7	-5%	-11%	-0.6	-3%	-2%
Nc1c(-c2cccc([N+](=O)[O-])c2)nc2ccccn12
 : -4%	-4	-1%	.	15%	1%	.	7%	-19%
COc1ccc(NC(=O)C(=O)NCc2ccco2)c(OC)c1
 : -3%	-3	2%	.	4%	6%	0.1	0%	-3%
COc1cc(C(=O)NC2CCN(C)CC2)ccc1Nc1ncc2c(n1)N(CCc1ccccc1)CCC(=O)N2C
 : 7%	-3	-7%	.	-9%	-14%	.	0%	-28%
COc1ccc(C2C(C(=O)Nc3cc(C)on3)c3ccccc3C(=O)N2C)cc1OC (configuration not stated)
 : 6%	-11	1%	-23	-38%	-1%	0.2	0%	0%
COc1cc(C(c2c(C(=O)O)[nH]c3ccccc23)c2c(C(=O)O)[nH]c3ccccc23)ccc1OCc1ccccc1
 : 2%	-4	15%	-11	-36%	0%	0.6	-1%	28µM*
NCCCCCCNS(=O)(=O)c1cccc2ccccc12
 : .	-2	.	.	i	3%	.	-2%&-3%	234%[activator]
CCOC(=O)C1=C(CCl)NC(=O)NC1c1ccc2c(c1)OCO2 (configuration not stated)
 : -9%	2	4%	16	8%	?	-0.8	7%	?
CCOc1ccc(-c2c(=O)n(OCc3ccccn3)c3ccccc3[n+]2[O-])cc1
 : -3%	-7	-1%	4	-6%	-1%	1.0	2%	-1%
CCOc1ccc(S(=O)(=O)N2CCCC(C(=O)NC3CC3)C2)cc1Cl (configuration not stated)
 : -8%	-5	-11%	.	8%	-5%	.	-3%	8%
Cc1ccccc1NC(=O)Cc1nc(-c2ccc3ccccc3c2)cs1
 : -2%	-9	-11%	-5	-7%	-3%	-0.7	-3%	0%
CCOc1ccc(NS(=O)(=O)c2ccc(C(=O)NC3CCC(O)CC3)cc2)cc1 (configuration not stated)
 : -19%	-3	-6%	12	-28%	0%	0.2	-6%	-14%
O=C(CCc1nnc2ccc(N3CCCCC3)nn12)NCC1CCN(Cc2ccc(F)cc2)CC1
 : 4%	-2	2%	-2	18%[11.4 µM]	3%	0.4	-4%	45%[activator]

Some entries already given with just Vif-APOBEC3G blk, Glioma ERSR ind and LDHA block.
smiles | Vif-APOBEC3G blk | Glioma ERSR ind | LDHA block
CCOc1ccc(S(=O)(=O)N2CCCC(C(=O)NC3CC3)C2)cc1Cl (configuration not stated) | -5% | -3% | -5
O=C(CSc1ncnc2nc[nH]c12)c1ccccc1 | -18% | -7% | -8
Cc1c(-n2c(SCC(=O)C(C)(C)C)nc3ccccc3c2=O)c(=O)n(-c2ccccc2)n1C | 0% | -4% | -9
COc1cc(C(c2c(C(=O)O)[nH]c3ccccc23)c2c(C(=O)O)[nH]c3ccccc23)ccc1OCc1ccccc1 | 0% | -1% | -4
COc1cc(C(=O)NC2CCN(C)CC2)ccc1Nc1ncc2c(n1)N(CCc1ccccc1)CCC(=O)N2C | -14% | 0% | -3

Later entries:
Fields – ERG Ets-DNA blk	LDHA block	Vif-A3F inh	D2 antagonist	RGS4 inh	Vif-APOBEC3G blk	D2 agonist	Glioma ERSR ind	12-LOX inh
Cc1c(/C=N/Nc2ccc([N+](=O)[O-])cn2)c2ccccc2n1Cc1ccccc1
 : -4%	-5	-1%	0	17%	0%	0.5	-3%	0%
Cc1cccc(C(C)(C)C)c1OCCCCN1CCCC1
 : -2%	-13	-5%	17	-13%[11.4 µM]	-1%	0.9	-6%	?
Clc1ccc(-c2nc3ccc(Cl)cn3c2Cc2ccsc2)cc1
 : .	0	.	.	.	-21%	.	1%	?
Cc1ccc(NC(=O)Cn2cc(S(=O)(=O)c3ccccc3)c(=O)c3cc(F)ccc32)cc1
 : 7%	-7	?	-20	18%	-1%	-0.1	0%	12%[57.4 µM]
O=C(OCC(=O)c1ccc[nH]1)c1ccc(S(=O)(=O)C(F)F)cc1
 : .	1	4%	.	.	3%	.	-3%	-8%
Cc1cccc(C)c1NC(=O)CN(C)CC(=O)N1CC(=O)Nc2ccccc21
 : -11%	-2	9%	.	-14%	0%	.	-2%	-12%
CCN1CCCc2cc(CN(CCN3CCOCC3)C(=S)Nc3cccc(Cl)c3)ccc21
 : -8%	-3	-24%	.	-8%	-3%	.	-2%	-5%
Cc1ccc(C(=O)OCC(=O)N(CC(C)C)c2c(N)n(Cc3ccccc3)c(=O)[nH]c2=O)s1
 : -3%	-2	6%	12	-22%	0%	0.5	-2%	-19%
CCCC(=O)NCc1cc(-c2nn(C)c(=O)c3ccccc23)ccc1C
 : 1%	1	1%	-7	0%	-7%	-0.4	4%	0%
CC(C)CCCN1C(Nc2ccccc2)=NC[C@@H]1CC(C)C
 : 3%	-6	0%	-5	11%	1%	6.1	-6%	17%
Cc1ccc(NC(=O)CCCc2ccccc2)c([N+](=O)[O-])c1
 : -7%	-7	-3%	9	-17%	0%	-0.5	8%	-4%
CCOC(=O)c1sc(NC(=O)COc2ncnc3ccccc23)c(C(=O)OCC)c1C
 : -7%	0	1%	5	-6%	-6%	0.7	-1%	-25%
COc1cc(NC(=O)COC(=O)CSc2ccc3ccccc3c2)c(C)cc1[N+](=O)[O-]
 : 0%	-1	3%	7	-21%	-1%	-0.8	-9%	6%
CN(Cc1ccccc1)C(=O)CCC1CCN(C(=O)CC2=CCCCC2)CC1
 : -2%	-2	5%	.	-8%	1%	.	8%	-19%
Cc1ccc2nc(-c3ccc(NS(=O)(=O)c4ccc(F)c(F)c4)cc3)sc2c1
 : -1%	-3	-13%	.	-15%	-8%	.	-3%	-11%
CC(C)c1ccc(CCNC(=O)c2cccc(S(=O)(=O)N3CCN(C)CC3)c2)cc1
 : 1%	0	-16%	-3	13%	2%	-0.3	-5%	-9%
CCN(CC)c1ccc(/C=N/NC(=O)CCC(=O)NCc2ccccc2)c(O)c1
 : 4%	5	-6%	-4	18%	-23%	-0.8	5%	-8%
O=C(Nc1ccccc1Cl)c1ccccc1Oc1ccc(C(F)(F)F)cc1[N+](=O)[O-]
 : -8%	4	1%	-5	-21%	-12%	0.8	2%	?
COc1cc2c(cc1OC)C(NC(=O)C(F)(F)F)CNC2=O (configuration not stated)
 : -3%	-2	4%	-4	10%	5%	0.1	-3%	1%
O=C(CSc1nnc2ccc(-c3ccco3)nn12)Nc1ccccc1F
 : 20%	-2	-32%	12	3%	0%	0.9	-2%	-12%

Source: PubChem BioAssay (National Center for Advancing Translational Sciences (NCATS))

This is a subset; count on the stated rates, not on these rows.
